Screens (PubChem BioAssay)
S100A4 inh HTS – inhibitors of S100A4-myosin IIA peptide binding, primary screen, biochemical, fluorescence polarization, TAMRA-MyoIIA peptide; Protein S100-A4 (Homo sapiens), P26447; inhibition, % at 10.7 µM; actives 0.14% (n = 360,000); AID 652163, 2013;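 active = mean inhibition of at least 70% across replicates, with every replicate also reaching that level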
Target sequence (P26447 whole entry, looked up): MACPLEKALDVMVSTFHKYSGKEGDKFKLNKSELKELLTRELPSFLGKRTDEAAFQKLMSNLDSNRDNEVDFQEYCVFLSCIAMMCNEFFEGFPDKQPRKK
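Assay system: human S100A4 monomer with TAMRA-labelled myosin IIA peptide / Buffer or medium: Calcium-containing HEPES buffer, pH 7.2 / Reagent: TAMRA-labelled myosin IIA heavy-chain peptide probe, 5 nM / Compound: one dose per compound / Timing: polarization read 5 min after assay mix addition, stable 5–60 min / Benchmarks: neutral control DMSO, positive control TFP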
XiGFP reactiv – activators of inactive X chromosome reactivation, primary screen, imaging, XiGFP fibroblasts, GFP high-content imaging, set 2. XiGFP mouse fibroblasts, % GFP-positive cells imaging, 3 d; cells co-treated with 5-aza-dC sensitizer; scaled so ellipticine positive control = 100%. activation, % at 7.58 µM. actives 0.055% (n = 360,000);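 active = mean normalized replicate activation at least 10% and every replicate at or above 10%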;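 also: 0% = median of on-plate neutral control wells and 100% = ellipticine 6 µM median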
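System: 68-5-11 XiGFP fibroblast line; Timing: 3 days compound exposure; Compound dosing: one concentration, pinned; Benchmarks: positive control ellipticine, 6 µM final; Buffer or medium: DMEM containing 5-aza-dC.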
Statin myotox sup – suppressors of statin myotoxicity in C2C12 myotubes, primary screen, cell-based, single point, plate reader; actives 0.78% (n = 330,000); C2C12 myotubes + simvastatin, ATP luminescence, 48 h; scaled: DMSO 0, geranylgeraniol control 100; rescue of ATP level, % at 7.49 µM;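 active = mean ATP rescue above about 67%, or every replicate alone reaching that limit, limit read from the data, passing the limit was not always enough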;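 also: myotubes were challenged with 10 µM simvastatin during compound exposure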
ERAP1 inh – human ERAP1 aminopeptidase inhibitors, primary screen, biochemical, single point, plate reader; Endoplasmic reticulum aminopeptidase 1 (Homo sapiens), Q9NZ08; recombinant ERAP1, Leu-AMC fluorescence, 60 min; inhibition, % at 10.7 µM; actives 0.15% (n = 340,000);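 active = mean replicate inhibition of at least 30%, or all replicates individually reaching that 30% level; inactive = mean below 30% and not every replicate reaching it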;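 also: 0% = neutral control wells and 100% = L-leucinethiol positive control wells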
Target sequence (Q9NZ08 whole entry, looked up): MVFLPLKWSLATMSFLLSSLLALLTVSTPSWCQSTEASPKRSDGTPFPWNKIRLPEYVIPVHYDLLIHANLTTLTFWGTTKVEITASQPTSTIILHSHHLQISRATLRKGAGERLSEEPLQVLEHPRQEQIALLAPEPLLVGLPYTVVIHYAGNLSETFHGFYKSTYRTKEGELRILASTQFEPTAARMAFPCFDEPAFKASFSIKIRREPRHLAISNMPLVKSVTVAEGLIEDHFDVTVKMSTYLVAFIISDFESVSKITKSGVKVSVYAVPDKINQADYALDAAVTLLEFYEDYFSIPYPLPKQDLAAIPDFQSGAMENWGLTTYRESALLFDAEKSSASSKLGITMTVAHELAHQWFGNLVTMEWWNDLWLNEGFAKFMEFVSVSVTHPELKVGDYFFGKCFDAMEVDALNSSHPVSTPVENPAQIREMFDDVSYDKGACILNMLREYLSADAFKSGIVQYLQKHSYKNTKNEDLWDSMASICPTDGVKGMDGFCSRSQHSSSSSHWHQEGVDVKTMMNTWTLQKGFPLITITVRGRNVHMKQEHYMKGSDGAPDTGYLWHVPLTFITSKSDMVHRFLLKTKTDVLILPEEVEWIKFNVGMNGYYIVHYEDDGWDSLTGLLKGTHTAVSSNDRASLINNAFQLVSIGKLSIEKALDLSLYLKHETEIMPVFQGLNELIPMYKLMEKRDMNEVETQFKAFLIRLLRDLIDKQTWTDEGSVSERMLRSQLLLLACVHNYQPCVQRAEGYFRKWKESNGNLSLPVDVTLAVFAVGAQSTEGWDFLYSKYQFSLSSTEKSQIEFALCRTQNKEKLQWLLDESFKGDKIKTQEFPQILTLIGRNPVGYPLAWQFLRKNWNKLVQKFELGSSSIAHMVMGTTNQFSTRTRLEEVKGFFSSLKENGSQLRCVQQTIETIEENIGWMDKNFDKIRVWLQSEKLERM
SIRT5 inh – SIRT5 desuccinylase inhibitors, primary screen, biochemical, fluorescence imaging, single point, set 5. NAD-dependent protein deacylase sirtuin-5, mitochondrial (Homo sapiens), Q9NXA8. Purified SirT5, succinyl-peptide AMC, trypsin-coupled fluorescence. inhibition, % at 15 µM. actives 1.1% (n = 330,000). AID 652115, 2013; in the data active = inhibition above about 15%
PGC1a acetyl inh – inhibitors of PGC1a acetylation signal, primary screen, cell-based, U2OS, AlphaScreen, inhibitor mode; AlphaScreen anti-acetyl-lysine; with virally co-expressed GCN5 acetyltransferase; inhibition, % at 15.6 µM; actives 0.17% (n = 350,000);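 active = every replicate shows inhibition of at least 40%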;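 also: 0% = neutral control wells and 100% = positive control wells; some results beyond the cut were filed as inactive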
LGR2 inh – inhibitors of bursicon-induced LGR2 CRE-luciferase signal, primary screen, cell-based, HEK293, CRE-luciferase reporter, bursicon stimulation; bursicon-stimulated, 4 h; inhibition, % at 9.99 µM; actives 0.35% (n = 380,000); AID 720647, 2013;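 active = drop in luminescence signal, shown as inhibition above about 50% in the replicate tests, limit read from the data, passing the limit was not always enough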;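 also: agonist challenge used bursicon conditioned medium at about half maximal strength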
Cneo AK release – Cryptococcus neoformans cell lysis inducers, primary screen, AK release luminescence, single concentration; actives 0.2% (n = 360,000); lysis activity, % at 15 µM; C. neoformans lysis, adenylate kinase release luminescence, 4 h; normalised: neutral wells 0, clomiphene wells 100;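 active = mean lysis activity across replicates of at least 80%, whatever share of replicates individually reach that level; inactive = mean lysis activity below 80%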
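read-out = cell lysis signal | test system = log-phase Cryptococcus neoformans yeast cells | input = cells at 5 × 10^6 per mL | medium = fresh YPD growth medium | signal = luminescent adenylate kinase detection reagent | timing = 4 h at 37 °C static, read 1 h later | dosing = single dose | controls = Clomiphene as positive lysis control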
Numbers without * were called inactive; . = not tested or not shown; & = joins results of further samples. Some of the compounds tested; the hit share may differ from the screen's.

Results follow in this order: S100A4 inh HTS	XiGFP reactiv	Statin myotox sup	ERAP1 inh	SIRT5 inh	PGC1a acetyl inh	LGR2 inh	Cneo AK release
1) O=C(C[C@H]1CC[C@@H](NC(=O)Nc2ccc(F)cc2)[C@@H](CO)O1)NCc1ccccn1
  9	-0.1	2	-5	1	-7	3	2
2) CC(C)[C@H](NC(=O)N1CCn2c1nc1ccccc12)C(=O)NCc1ccc(F)cc1
  -3	0.2	2	4	-6	-8	9	1
3) CC(C)NC(=O)Nc1ccc2c(c1)C(=O)N([C@H](C)CO)C[C@@H](C)[C@@H](CN(C)Cc1ccc(-c3ccccc3)cc1)O2
  1	0.1	-25	-3	16*	-8	-3	2
4) COCCN=C1Sc2nc3cc(C)c(C)cc3cc2CN1Cc1cccs1
  15	-0.4	-30	.	0	5	5	-2
5) CC(=O)c1ccccn1
  -3	.	-7	2	-1	0	.	-5
6) CC(=O)N1[C@H](CO)[C@@H](c2ccccc2)[C@H]1CN(C(=O)NC(C)C)C1CCCC1
  21&9	0.4	13&4	2	-2&0	6&5	0	-1&2
7) O=C(CN(Cc1ccc(F)cc1)C(=O)CNS(=O)(=O)c1ccc(F)cc1)NCc1ccco1
  -3	0.4	5	-1	-1	.	-2	0
8) CN(C)CCNc1ncnc2ccccc12
  -1	.	11	1	0	-11	5	.
9) C[C@@H]1CN([C@H](C)CO)C(=O)c2cc(Br)cnc2O[C@@H]1CN(C)C(=O)c1ccc(F)cc1
  0	0.1	-15	-4	-3	4	-8	-12
10) O=C(O)C1CC=CCC1C(=O)Nc1ccc2c(c1)CCC2 (configuration not stated)
  -4	-0.1	11	-1	-2	-4	9	2
11) C[C@H](CO)N1C[C@H](C)[C@H](CN(C)Cc2ccc(C(=O)Nc3ccccc3N)cc2)Oc2c(NS(=O)(=O)c3cn(C)cn3)cccc2C1=O
  -13	0.0	.	-2	5	-2	-14	.
12) C[C@@H]1CN([C@@H](C)CO)C(=O)c2cc(-c3cccc(C(=O)N(C)C)c3)cnc2O[C@@H]1CN(C)S(=O)(=O)c1ccccc1
  6	-0.6	2	1	-1	6	-10	0
13) c1cc(-c2cccs2)nc(-c2cccs2)c1
  -7	0.1	.	3	1	.	-4	.
14) Cc1cccc(-n2c(C)cc(/C=N/O)c2C)c1
  -3	0.1	.	3	1	2	-5	-1
15) O=C(Nc1nc(-c2cc3ccccc3o2)cs1)c1ccc(S(=O)(=O)N2CCCC2)cc1
  -1	0.0	18	2	-5	-9	11	-1
16) Cc1ccc(C(=O)c2ccccc2C(=O)Nc2ccccc2)cc1
  -3	0.1	3	5	.	6	-4	-2
17) COc1ccccc1CNc1nc(NCCNC(C)=O)c2sccc2n1
  2	0.0	7	-6	-3	.	11	0
18) Cc1cccc(NS(=O)(=O)c2ccc(C(=O)N3CC(C)OC(C)C3)cc2)c1C (configuration not stated)
  4	0.0	1	3	-5	.	7	0
19) Cc1noc(C)c1S(=O)(=O)Nc1ccc2c(c1)C(=O)N([C@H](C)CO)C[C@@H](C)[C@H](CN(C)C(=O)Nc1ccccc1)OCCCC[C@@H](C)O2
  -36	0.4	.	2	-6	4	3	-6
20) COc1ccc(/C=C2\CCc3c2nc2ccccc2c3C(=O)O)cc1OC
  -10	0.0	.	9	5	.	6	.
21) C/C(=N\NS(=O)(=O)c1ccc(C)cc1)c1ccc(C)o1
  0	0.0	0	0	-1	-1	-3	0
22) CCOC(=O)N/N=C\C=C\c1ccc2c(c1)OCO2
  1	0.0	.	0	-1	-19	-26	1
23) CN(Cc1cc(Cl)cc(Cl)c1)[C@H]1C[C@H]2c3[nH]c4ccccc4c3CCN2C(=O)[C@H]1CO
  -8	-0.1	-63	-1	0	-4	-6	0
24) O=C(NC1CCCC1)c1cccc2c1C(=O)c1ccc(Cl)cc1S2(=O)=O
  0	-0.1	3	.	.	-8	2	3
25) COc1ccc(OC)c(-n2nnnc2SCC(=O)Nc2ccccc2OC)c1
  -5	0.2	2	-1	-7	10	-19	4
26) O=C(CCNS(=O)(=O)c1ccc(Br)cc1)NCCc1ccc(Cl)cc1
  2	0.1	-6	-3	-3	.	14	-1
27) CCCCN(C(=S)SC)C1CCS(=O)(=O)C1 (configuration not stated)
  -4	0.4	.	-1	-1	12	1	-2
28) CO[C@@H]1CN(C)C(=O)c2ccc(NC(C)=O)cc2OC[C@@H](C)N(C(=O)NC2CCCCC2)C[C@H]1C
  -8&1	0.0&-0.1	-5	3&-3	3	7	-27&12	-3
29) COc1ccc(-c2cc(C(=O)N3CCN(Cc4ccccc4)CC3)no2)cc1OC
  .	.	17	.	.	-4	12	0
30) Cn1nc(C(C)(C)C)cc1C(=O)NNC(=O)c1ccccc1Cl
  -6	0.0	7	-1	-2	-1	-10	.

As a short view, two of the compounds above.
Results follow in this order: S100A4 inh HTS	XiGFP reactiv	Statin myotox sup	ERAP1 inh	SIRT5 inh	PGC1a acetyl inh	LGR2 inh	Cneo AK release
5) CC(=O)c1ccccn1
  -3	.	-7	2	-1	0	.	-5
6) CC(=O)N1[C@H](CO)[C@@H](c2ccccc2)[C@H]1CN(C(=O)NC(C)C)C1CCCC1
  21&9	0.4	13&4	2	-2&0	6&5	0	-1&2

Ordered by molecular weight (lowest first): 4 of the compounds above
Results follow in this order: S100A4 inh HTS	XiGFP reactiv	Statin myotox sup	ERAP1 inh	SIRT5 inh	PGC1a acetyl inh	LGR2 inh	Cneo AK release
5) CC(=O)c1ccccn1
  -3	.	-7	2	-1	0	.	-5
25) COc1ccc(OC)c(-n2nnnc2SCC(=O)Nc2ccccc2OC)c1
  -5	0.2	2	-1	-7	10	-19	4
29) COc1ccc(-c2cc(C(=O)N3CCN(Cc4ccccc4)CC3)no2)cc1OC
  .	.	17	.	.	-4	12	0
19) Cc1noc(C)c1S(=O)(=O)Nc1ccc2c(c1)C(=O)N([C@H](C)CO)C[C@@H](C)[C@H](CN(C)C(=O)Nc1ccccc1)OCCCC[C@@H](C)O2
  -36	0.4	.	2	-6	4	3	-6

Next part.
Results follow in this order: S100A4 inh HTS	XiGFP reactiv	Statin myotox sup	ERAP1 inh	SIRT5 inh	PGC1a acetyl inh	LGR2 inh	Cneo AK release
31) CC1(C)C2CCC1(C(=O)O)c1nc3ccccc3nc12 (configuration not stated)
  -3	0.2	.	2	14	.	-5	0
32) CC1COC(=O)C(NNc2ccc(Cl)c(Cl)c2)=N1 (configuration not stated)
  8	0.3	.	0	-2	20	5	.
33) COc1ccc(OC)c(N(C(=O)c2ccco2)C(C(=O)NC2CCCC2)c2ccc(N3CCOCC3)cc2)c1 (configuration not stated)
  2	0.3	25	5	-5	.	10	4
34) COc1cccc(-c2cnc(C(O)c3ccccc3OC)[nH]2)c1 (configuration not stated)
  2	0.7	0	0	.	-5	.	0
35) CC(NC(=O)C1CCC(CNc2c(N3CCOCC3)c(=O)c2=O)CC1)c1ccccc1 (configuration not stated)
  0	-0.1	-7	2	.	3	8	-1
36) CC(=O)Nc1ccc(S(=O)(=O)N(Cc2ccco2)Cc2cc3ccccc3[nH]c2=O)cc1
  -1	0.0	-29	1	-1	2	11	23
37) Nc1nonc1C(=O)NCCNS(=O)(=O)c1ccc(Br)cc1
  -5	.	-1	-2	2	.	4	.
38) CN(C)c1ccc(S(=O)(=O)N2CCC(Cc3ccccc3)CC2)cn1
  -1	0.6	6	-5	-1	3	-16	2
39) CNC[C@@H]1OCCCC[C@@H](C)Oc2ccc(NC(=O)NC(C)C)cc2C(=O)N([C@@H](C)CO)C[C@H]1C
  -10	0.2	.	1	3	-8	0	88*
40) CCc1nc(SCc2ccccc2C)n[nH]1
  6	0.0	-3	0	-8	.	-19	-1
41) COCC#Cc1ccc2c(c1)O[C@@H](CN(C)C(=O)C1CC1)[C@H](C)CN([C@@H](C)CO)S2(=O)=O
  -6	-0.4	-12	-2	-5	-7	12	0
42) Cc1ccc(NC(=O)/C=C/c2cccc([N+](=O)[O-])c2)nc1
  -2	0.1	.	0	-3	3	4	.
43) COc1ccc(CNC(=S)NCc2ccc(OC(C)C)cc2)cc1
  -4	0.0	.	3	-3	9	.	13
44) COc1ccccc1C#Cc1ccc2c(c1)[C@@H]1[C@@H](CCN1C(=O)Cc1ccccc1)[C@H](CO)N2
  -13	0.0	.	1	8	.	5	.
45) Cc1nc(-c2ccc(C(=O)Nc3cccc(F)c3)cc2)cs1
  2	0.0	-54	0	-2	-3	60*	-8
46) COc1ccc(S(=O)(=O)N(C)c2ccccc2)c2cccnc12
  -7	0.0	3	2	-3	3	-26	5
47) CC(C)c1nnc(NC(=O)CCC(=O)Nc2ccc3cn[nH]c3c2)s1
  -1	0.0	.	-1	.	8	-3	.
48) Cc1ccc(-c2ccc(C3[C@H]4CNC[C@@H]3N4Cc3ccc(F)cc3)cc2)cc1 (some centres not stated)
  -4	0.0	.	1	-1	-1	-20	.
49) CN1C(=O)/C(=N\OC(=O)c2ccccc2Cl)c2ccccc21
  0	0.4	.	12	1	2	-12	.
50) CC1(C)CC(NC(=O)COc2ccc([N+](=O)[O-])cc2)CC(C)(C)N1
  9	0.2	.	8	-5	1	19	10
51) O=[N+]([O-])c1ccc(SCc2ccncc2)nc1
  -6	0.1	2	2	-2	2	2	0
52) CCOC(=O)C1=C(C)NC(=S)NC1c1ccc(C)s1 (configuration not stated)
  -7	0.0	.	1	-1	3	-6	0
53) CC(C)NC(=O)Nc1ccc2c(c1)C(=O)N([C@@H](C)CO)C[C@H](C)[C@@H](CN(C)C(=O)NC1CCCCC1)OCCCC[C@@H](C)O2
  -5	0.1	.	0	5	2	11	1
54) COc1ccc(NC(=O)c2cc(-c3ccco3)nc3ccccc23)cc1S(=O)(=O)N1CCOCC1
  -10	0.0	-20	-1	-2	-4	18	12
55) CC(=O)N(C)C[C@@H]1Oc2cc(C#Cc3ccccc3)ccc2S(=O)(=O)N([C@@H](C)CO)C[C@@H]1C
  6	-0.5	33	-1	4	-2	-8	2
56) COc1cc(OC)c2c(c1C(CCN1CCOCC1)c1ccc(N(C)C)cc1)OC(=O)CC2c1ccc(N(C)C)cc1 (configuration not stated)
  -3	0.0	-3	-4	0	5	7	0
57) C[C@H]1CN([C@@H](C)CO)C(=O)c2cc(NC(=O)Nc3cccc4ccccc34)ccc2O[C@@H]1CN(C)S(=O)(=O)c1ccc(F)cc1
  -7	-0.1	23	3	3	3	-7	3
58) CCCOC(=O)c1ccc(Oc2c(-c3ccc(OC)cc3O)n[nH]c2C)cc1
  3	.	1	3	-2	.	-1	-5
59) COc1ccccc1CN(C)c1ccc(S(=O)(=O)N2CCN(C)CC2)cn1
  -2	0.1	-12	0	0	0	-14	1
60) COc1ccc(CCNC(=O)C(C)n2nc(C)n3c(cc4occc43)c2=O)cc1OC (configuration not stated)
  0	0.0	25	-3	3	11	8	4
61) COc1cc(CCN(C(C)=O)C2C(=O)Nc3ccccc3N=C2c2ccc3c(c2)OCO3)cc(OC)c1 (configuration not stated)
  -3	0.0	9	1	-7	-6	-17	8
62) COc1ccc(N2CCN(C(=O)COC(=O)CCOc3ccccc3C)CC2)cc1
  -8	0.0	-10	4	-1	7	11	0
